Screening results from PubChem.
mIAP block = mouse IAP inhibition. purified mouse IAP, CDP-Star luminescence, 30 min. inhibition, % at 10 µM. hit rate 0.2% among 330,000. AID 2806;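 active means inhibition of at least 40% at 10 µM in the primary screen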;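 further: plate controls were DMSO with enzyme for no effect and no enzyme wells for full effect; values of inactives mirror those of a sister screen read the other way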
PfGluPho inh = PfG6PD (Plasmodium falciparum) enzyme inhibition. PfGluPho enzyme, NADPH resazurin-diaphorase fluorescence. inhibition, % at 20 µM. hit rate 0.78% among 350,000. AID 504690;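 active means inhibition reaching at least a set limit at 20 µM in the primary screen, cut at about 59% in these data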;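 further: 0% = DMSO wells with substrate and 100% = DMSO wells lacking glucose-6-phosphate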
hIAP block = blocks human intestinal alkaline phosphatase; P09923; purified IAP, CDP-Star luminescence, 30 min; inhibition, % at 10 µM; hit rate 0.12% among 330,000; AID 2544;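 active means inhibition reaching a set limit with compound at 10 µM in the primary screen, cut at about 35% in these data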;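 further: plate controls were DMSO wells with enzyme for no effect and no-enzyme buffer wells for full effect; values of inactives mirror those of a sister screen read the other way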
Target sequence (P09923 whole entry, looked up): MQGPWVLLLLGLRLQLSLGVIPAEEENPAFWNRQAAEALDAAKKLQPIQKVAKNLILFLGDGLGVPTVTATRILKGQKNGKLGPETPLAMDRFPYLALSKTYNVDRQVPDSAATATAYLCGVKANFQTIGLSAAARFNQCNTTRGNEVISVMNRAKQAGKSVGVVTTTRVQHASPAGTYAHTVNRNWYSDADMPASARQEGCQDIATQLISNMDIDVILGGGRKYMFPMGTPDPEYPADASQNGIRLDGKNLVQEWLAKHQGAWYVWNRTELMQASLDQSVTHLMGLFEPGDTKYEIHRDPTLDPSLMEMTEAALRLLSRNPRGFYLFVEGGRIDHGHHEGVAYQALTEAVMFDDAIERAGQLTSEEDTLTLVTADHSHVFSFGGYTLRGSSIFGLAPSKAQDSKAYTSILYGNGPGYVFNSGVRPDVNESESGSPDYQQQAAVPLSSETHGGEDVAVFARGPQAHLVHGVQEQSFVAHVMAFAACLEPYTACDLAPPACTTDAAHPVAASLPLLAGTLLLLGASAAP
APOBEC3A inh = blocks human APOBEC3A ssDNA deamination. recombinant A3A, FAM/TAMRA ssDNA deamination fluorescence. inhibition, % at 20 µM. hit rate 0.41% among 330,000. AID 493011;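 active means at least 40% inhibition at 20 µM here, with at most 30% in a related deaminase screen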;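 further: plate controls were A3A with DMSO for no effect and wells lacking A3A enzyme for full effect; some results filed as inactive read as strong as hits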
Target sequence (P31941 whole entry, looked up): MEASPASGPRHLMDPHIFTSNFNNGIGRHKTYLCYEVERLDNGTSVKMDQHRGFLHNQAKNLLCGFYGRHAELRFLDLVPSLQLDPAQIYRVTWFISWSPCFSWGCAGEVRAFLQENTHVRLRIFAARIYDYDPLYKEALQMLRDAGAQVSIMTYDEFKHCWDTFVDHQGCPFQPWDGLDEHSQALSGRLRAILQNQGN
ATG4B inh = inhibitors of human ATG4B cysteine protease. hit rate 0.51% among 340,000. ATG4B cleavage of LC3-PLA2, NBD-HPC fluorescence, 1 h. AID 504462. Q9Y4P1. inhibition, % at 8.33 µM; in the data active means inhibition above about 40%
Target sequence (Q9Y4P1 whole entry, looked up): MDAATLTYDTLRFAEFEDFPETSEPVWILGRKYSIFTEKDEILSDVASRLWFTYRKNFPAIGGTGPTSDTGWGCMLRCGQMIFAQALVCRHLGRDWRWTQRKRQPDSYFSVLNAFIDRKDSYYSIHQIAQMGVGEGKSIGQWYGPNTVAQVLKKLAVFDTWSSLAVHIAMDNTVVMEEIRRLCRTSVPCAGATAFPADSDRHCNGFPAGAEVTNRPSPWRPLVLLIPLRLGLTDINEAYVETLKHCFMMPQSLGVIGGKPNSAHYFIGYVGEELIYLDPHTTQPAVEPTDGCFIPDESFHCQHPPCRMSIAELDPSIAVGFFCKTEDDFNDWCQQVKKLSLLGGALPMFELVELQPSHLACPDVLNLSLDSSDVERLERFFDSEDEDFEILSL
hIAP activ = human IAP activation | P09923 | purified human IAP, CDP-Star luminescence, 30 min; active compounds read high; 1 = vehicle-only enzyme, 0 = enzyme-free background | activation factor at 10 µM | hit rate 0.16% among 330,000 | AID 2524;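 active means activation factor of the enzyme at least 2-fold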; further: the source names both 10 and 20 µM as test concentration; values of inactives mirror those of a sister screen read the other way
mIAP activ = mouse IAP activation; muIAP, CDP-Star luminescence, 30 min; active compounds read high; 1 = vehicle-only enzyme signal, 0 = enzyme-free wells; activation factor at 10 µM; hit rate 0.24% among 330,000; AID 2805;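 active means activation factor of at least 2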; further: the source names both 10 and 20 µM as test concentration; values of inactives mirror those of a sister screen read the other way
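also added = chemiluminescent substrate CDP-Star | test system = mouse IAP enzyme | signal = chemiluminescence readout | compound = DMSO-dissolved test compounds | incubation = 30 min at room temperature | benchmarks = DMSO wells, no-enzyme wells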
HKDC1 inh = HKDC1 (human) hexokinase inhibition. hit rate 0.16% among 340,000. inhibition, % at 20 µM. Q2TB90. recombinant HKDC1, G6PDH/diaphorase resazurin coupled fluorescence;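 active means inhibition above about 35% when tested at 20 µM, limit read from the data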;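 further: plate controls were DMSO wells with enzyme for no effect and DMSO wells lacking enzyme for full effect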
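Material: recombinant HKDC1 hexokinase; Amount: HKDC1 at 5 µg/mL; Medium: Tris pH 8.0 buffer with MgCl2, Tween-20, BSA, BME; Schedule: 90 min reaction incubation at room temperature, dark; Technique: coupled resazurin fluorescence, excitation 525 nm, emission 613 nm.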
* = called active by the depositor.

mIAP block	PfGluPho inh	hIAP block	APOBEC3A inh	ATG4B inh	hIAP activ	mIAP activ	HKDC1 inh	Compound
18.1	2.2	10.7	4.1	-3.0	0.893	0.819	-3.3	CC1Cc2ccccc2N1Cc1nc2cc(Cl)ccc2c(=O)[nH]1 (stereo not given)
-5.4	12.5	13.4	-0.3	0.4	0.866	1.05	-3.1	CCCS(=O)(=O)c1nc(S(=O)(=O)c2ccc(C)cc2)c(N2CCCC2)s1
4.9	2.1	-11.9	-4.3	-2.9	1.12	0.951	14.6	N#Cc1c(N)c(C(=O)c2ccccc2)n2c1CCC2
-1.1	0.9	-23.6	-1.2	-7.9	1.24	1.01	1.7	O=C(Nc1ccc(N2CCOCC2)nc1)c1ccccc1Cl
-0.8	-16.9	-8.4	-0.2	-3.6	1.08	1.01	-8.5	CCOC(=O)c1ccc[n+](CC(=O)c2ccc(OC)cc2)c1
3.6	-16.6	-0.4	1.5	11.5	1	0.964	-6.1	O=C1N=C(N2CCC(Cc3ccccc3)CC2)S/C1=C/c1cn[nH]c1-c1ccccc1
8.9	0.3	-4.5	-2.7	-12.5	1.04	0.911	-7.2	CN(C)C(=O)COC(=O)c1cccc(CN2C(=O)c3ccccc3C2=O)c1
2.5	-18.5	3.9	3.4	-0.6	0.961	0.975	-17.4	Cc1cccn2c(=O)c(C=O)c(N3CCCCCC3)nc12
-100.1	-1.7	0.1	0.1	-13.8	0.999	2*	6.5	Cc1onc(-c2ccccc2)c1NC(=O)Nc1ccc(OC(F)F)cc1
17.9	-2.9	16.0	-1.9	-2.4	0.84	0.821	-2.3	CCC(C)N1CC23C=CC(O2)C(C(=O)OC)C3C1=O (stereo not given)
-2.2	-15.9	-26.3	-3.1	-0.6	1.26	1.02	1.1	COc1ccc(N(CC(=O)Nc2cccc(C(F)(F)F)c2)S(=O)(=O)c2c(C)[nH]c(=O)[nH]c2=O)cc1
4.2	16.9	-23.9	-0.4	-1.3	1.24	0.958	-2.5	Cc1ccccc1-c1cc(C(=O)N/N=C/c2cccnc2)c2ccccc2n1

Whole records from above. Screens in order: mIAP block, PfGluPho inh, hIAP block, APOBEC3A inh, ATG4B inh, hIAP activ, mIAP activ, HKDC1 inh
O=C(Nc1ccc(N2CCOCC2)nc1)c1ccccc1Cl is listed as -1.1, 0.9, -23.6, -1.2, -7.9, 1.24, 1.01, 1.7
O=C1N=C(N2CCC(Cc3ccccc3)CC2)S/C1=C/c1cn[nH]c1-c1ccccc1 is listed as 3.6, -16.6, -0.4, 1.5, 11.5, 1, 0.964, -6.1
CN(C)C(=O)COC(=O)c1cccc(CN2C(=O)c3ccccc3C2=O)c1 is listed as 8.9, 0.3, -4.5, -2.7, -12.5, 1.04, 0.911, -7.2
Cc1onc(-c2ccccc2)c1NC(=O)Nc1ccc(OC(F)F)cc1 is listed as -100.1, -1.7, 0.1, 0.1, -13.8, 0.999, 2*, 6.5

(cont.)
mIAP block	PfGluPho inh	hIAP block	APOBEC3A inh	ATG4B inh	hIAP activ	mIAP activ	HKDC1 inh	Compound
-7.0	9.0	-24.6	-1.8	-4.5	1.25	1.07	0.4	CCOC(=O)c1sc(NC(=O)C2CC2)cc1C
9.2	13.0	-1.0	-0.8	-6.4	1.01	0.908	-0.1	CC(C)(C)[C@H]1C=C(C(=O)N2CCN(Cc3ccc4c(c3)OCO4)CC2)O[C@@H](OCc2ccc(CO)cc2)C1
-7.1	-6.8	-27.2	-6.7	-7.1	1.27	1.07	-4.4	CCOc1ccc(N(C(C)=O)c2nc(C)cc(C)c2C#N)cc1
-7.3	-13.2	3.5	7.8	-8.6	0.965	1.07	1.2	N=c1c2c(n(Cc3ccc([N+](=O)[O-])cc3)c3c1CCC3)CCCC2
6.7	-2.1	7.8	2.8	20.8	0.922	0.933	1.6	CCC(C)n1c(SCC(=O)NC(=O)c2cccn2C)nc2ccccc2c1=O (stereo not given)
1.0	0.3	4.1	-2.2	-6.6	0.959	0.99	-2.6	NNC(=O)CCN1CCCCC1
3.7	7.5	-0.5	-1.9	-6.2	1	0.963	-5.6	CC(C)c1onc(C(=O)N2CCN(Cc3ccccc3)CC2)c1[N+](=O)[O-]
-9.1	9.1	-0.4	0.5	-3.3	1	1.09	-4.2	Cc1cc(C)nc(NC(=S)Nc2ccccc2)n1
10.8	9.8	8.1	-3.8	-5.5	0.919	0.892	-1.3	Cc1cc(C(=O)COC(=O)c2ccc(F)cc2)c(C)n1C
15.7	3.5	-4.6	-1.9	-17.2	1.05	0.843	-0.1	CC(=O)O[C@H]1CC[C@@]2(C)C(CCC3C2CC[C@]2(C)OC(=O)CCC32)C1 (stereo not given in full)
9.8	1.5	3.4	-1.0	-12.1	0.967	0.902	-0.5	O=C(NCCCN1CCOCC1)c1c(O)c2ccccc2[nH]c1=O
10.8	4.3	-2.2	-1.9	-6.1	1.02	0.892	1.5	COc1cc(/C=N\NC(=O)c2ccc(-c3ccccc3)cc2)cc(OC)c1OC(C)=O

Taken from the entries so far, 3 compounds:
mIAP block	PfGluPho inh	hIAP block	APOBEC3A inh	ATG4B inh	hIAP activ	mIAP activ	HKDC1 inh	Compound
10.8	9.8	8.1	-3.8	-5.5	0.919	0.892	-1.3	Cc1cc(C(=O)COC(=O)c2ccc(F)cc2)c(C)n1C
15.7	3.5	-4.6	-1.9	-17.2	1.05	0.843	-0.1	CC(=O)O[C@H]1CC[C@@]2(C)C(CCC3C2CC[C@]2(C)OC(=O)CCC32)C1 (stereo not given in full)
9.8	1.5	3.4	-1.0	-12.1	0.967	0.902	-0.5	O=C(NCCCN1CCOCC1)c1c(O)c2ccccc2[nH]c1=O

Next part
mIAP block	PfGluPho inh	hIAP block	APOBEC3A inh	ATG4B inh	hIAP activ	mIAP activ	HKDC1 inh	Compound
9.7	0.3	3.3	-4.2	-12.5	0.966	0.903	-4.4	O=S1(=O)CC2SC(=S)N(c3ccccc3)C2C1 (stereo not given)
0.8	0.1	-6.1	-1.4	5.8	1.06	0.992	-5.0	CCOC(=O)N1CCN(C(=O)c2ccc(CN(c3ccccc3)S(C)(=O)=O)cc2)CC1
12.6	7.7	-0.5	-2.6	1.4	1	0.874	-2.4	Cc1cc(N/N=C/c2ccncc2)c([N+](=O)[O-])cc1[N+](=O)[O-]
-7.9	7.0	-11.9	-1.1	-3.2	1.12	1.08	-9.1	N#Cc1cn(-c2ccccc2)nc1-c1ccc2c(c1)OCCO2
6.1	-11.9	-2.1	-1.9	-11.3	1.02	0.939	-7.6	CC/C(=C1/C(=O)CC(C)(C)C(C(=O)OC)C1=O)N1CCCC1 (stereo not given)
14.4	3.7	28.3	-1.6	10.7	0.717	0.856	-6.8	CCCSc1nc(-c2ccccc2)cc(C(F)(F)F)c1C#N
1.9	45.6	-11.4	-0.1	14.6	1.11	0.981	2.0	COc1cc(CNc2ccc3[nH]c(=O)[nH]c3c2)ccc1OCc1ccccc1C
5.4	6.8	-9.6	2.2	-8.2	1.1	0.946	-7.3	CCCCc1ccc(S(=O)(=O)NCCc2ccncc2)cc1
-41.2	-11.8	-23.0	-2.0	-18.1	1.23	1.41	-4.1	O=C(Nc1ccc(F)cc1)c1cn(-c2ccccc2)nc1-c1ccncc1
7.4	15.2	-4.7	-2.5	-1.3	1.05	0.926	-4.3	CN=C1c2c(-c3ccccc3)c3cc(OC)ccc3n2CCN1C
3.3	-8.1	2.8	-2.5	-8.7	0.972	0.967	4.5	CC(=O)Nc1ccc(N2C(=O)C3C4C=CC(CC4)C3C2=O)cc1 (stereo not given)
21.5	2.1	-51.3	0.8	-4.9	1.51	0.785	2.6	COc1cc2nc(CSc3ncn[nH]3)[nH]c(=O)c2cc1OC
3.6	15.7	4.1	6.3	50.0*	0.959	0.964	1.3	COc1cccc(Cn2cc(-c3cccc(C(F)(F)F)c3)nn2)c1
-5.0	-2.3	9.8	-0.2	4.5	0.902	1.05	-0.1	O=C(CSc1nc2cc(Cl)ccc2s1)NC1CCCc2ccccc21 (stereo not given)
-18.5	-7.6	14.3	2.5	1.6	0.857	1.19	-2.8	Cc1ccc(C(=O)NC(=C(Cl)Cl)S(=O)(=O)c2ccc(C)cc2)cc1
0.0	-5.8	6.4	5.9	0.0	0.936	1	-3.7	COc1ccc2[nH]c(C(=O)O)c(CCNC(=O)/C=C/c3ccc(O)c(OC)c3)c2c1
-9.7	-16.2	-3.3	-2.8	16.7	1.03	1.1	-4.0	CN(C)S(=O)(=O)c1ccc(/C(O)=C2/C(=O)C(=O)N(Cc3cccnc3)C2c2cccs2)cc1 (stereo not given)
8.8	-1.7	11.0	-4.8	-1.6	0.89	0.912	-1.1	CCCC(C)C(=O)Nc1ccccc1C(=O)OCC (stereo not given)
-7.2	-8.6	-23.0	-2.0	4.4	1.23	1.07	4.7	CCCCc1cc2c(cc1NC(=O)CN1CCCCC1)OCCO2
22.7	-18.3	23.3	-1.7	-4.1	0.767	0.773	18.1	COC(=O)c1ccc2c(c1O)C(=O)c1ccccc1C2=O
-1.2	5.5	0.7	3.6	-6.8	0.993	1.01	11.1	CCCC(=O)NCc1cc(-c2nn(C)c(=O)c3ccccc23)ccc1OC
2.5	0.9	-1.0	6.9	-10.4	1.01	0.975	-12.2	O=C(CO/N=C/c1ccc(OC(F)F)cc1)N1CCc2ccccc21
-1.9	-9.4	17.3	1.2	-14.2	0.827	1.02	-7.7	COc1ccc(C(=O)N2CCCN(C)CC2)cc1S(=O)(=O)N1CCCc2ccccc21
5.2	13.8	-0.4	-3.5	-11.8	1	0.948	0.4	CN(C(=O)OC(C)(C)C)c1ccc(-c2nc3ccccc3s2)cc1
1.9	-10.5	3.4	-0.3	-3.1	0.966	0.981	-1.0	O=C(CSc1ncccc1C(=O)O)c1cccc(C(F)(F)F)c1
4.2	-6.3	5.8	-3.3	-7.2	0.942	0.958	-5.6	Cc1nc2ccc(C(=O)N3CCSCC3)cc2s1
9.7	-23.3	2.9	-0.4	-4.7	0.971	0.903	5.4	CN(C)c1ccccc1C(=O)N1CCCC(C(=O)c2ccc3ccccc3c2)C1 (stereo not given)
0.5	-1.4	6.2	4.1	2.3	0.938	0.995	7.2	Cc1c([N+](=O)[O-])cc(S(=O)(=O)Nc2ccc(-c3ccc(N4CCCC4)nn3)cc2)cc1[N+](=O)[O-]
1.7	5.3	1.5	-2.8	-2.1	0.985	0.983	-4.7	COCCN(C(=O)C(=O)NC1CCCC1)C(C(=O)NC1CCCC1)c1ccccc1F (stereo not given)
2.6	1.7	7.9	-4.4	9.5	0.921	0.974	7.3	O=C(Nc1ccccc1)c1ccccc1CCc1ccccc1
17.3	16.5	-0.1	0.7	40.2*	1	0.827	-6.4	CCOC(=O)C(=NC(C)CC)NNc1cccc(C(F)(F)F)c1 (stereo not given)
7.5	-27.2	11.0	-0.1	-5.0	0.89	0.925	5.0	O=C(Nc1cccc(S(=O)(=O)Nc2ccc(Cl)cc2)c1)c1ccc2c(c1)OCCO2
0.2	8.3	1.8	-1.4	-8.3	0.982	0.998	-11.0	CCN(CCCNC(=O)CC(C(=O)N1CCc2ccccc21)n1ccnc1)c1ccccc1 (stereo not given)
18.2	10.8	6.9	-3.8	-18.5	0.931	0.818	3.8	CCOC(=O)c1c(NC(=O)CSc2nnc(CNc3ccc(F)cc3)o2)sc(C(C)=O)c1C
-1.1	6.9	-3.3	-3.9	6.2	1.03	1.01	0.1	Oc1cccc(/C=N/Nc2ccc(Cl)nn2)c1
-16.5	-19.9	14.6	2.4	-0.5	0.854	1.17	8.8	Cc1cc(NC(=O)CSc2nc(N)c(NC(=O)c3ccccc3F)c(=O)[nH]2)no1
2.4	-8.4	23.2	3.6	0.6	0.768	0.976	11.0	COc1cc(C2C3=C(CC(C)(C)CC3=O)OC3=C2C(=O)CC(C)(C)C3)cc([N+](=O)[O-])c1O
4.6	-3.5	5.8	-5.6	-5.2	0.942	0.954	-0.4	Cc1[nH]c(C)c2c(=O)n(-c3ccccc3)ncc12
0.3	-20.4	4.1	-1.2	-1.8	0.959	0.997	7.6	O=S(=O)(CCc1nc2ccccc2o1)c1ccc(Cl)cc1
